Assay outcomes as filed in PubChem BioAssay.
HTR5A inv ctr – HTR5A inverse agonism, opioid heterodimer counter-screen | AID 504634 | HTR5A cell line, luminescence | P47898 | inhibition, % at 9.3 µM | hit rate 0.083% among 340,000; in the data active means inhibition mostly above about 23%, no sharp cut-off; inactive means mostly below about 18%;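 further: 0% = cells with DMSO and 100% = no-cell wells with DMSO; some compounds called inactive have numbers as strong as hits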
Target sequence (P47898 whole entry, looked up): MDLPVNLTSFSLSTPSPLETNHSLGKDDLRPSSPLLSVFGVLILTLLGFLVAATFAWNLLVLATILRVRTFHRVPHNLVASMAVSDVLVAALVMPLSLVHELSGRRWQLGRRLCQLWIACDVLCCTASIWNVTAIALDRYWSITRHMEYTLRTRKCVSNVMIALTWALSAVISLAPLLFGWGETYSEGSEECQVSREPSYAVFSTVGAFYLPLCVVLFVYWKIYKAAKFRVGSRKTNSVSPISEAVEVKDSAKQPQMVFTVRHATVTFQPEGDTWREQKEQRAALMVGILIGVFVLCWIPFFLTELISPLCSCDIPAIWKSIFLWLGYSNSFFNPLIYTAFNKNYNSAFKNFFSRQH
SUMO Mot1 rescue – SUMOylation pathway inhibition by Mot1-301 growth rescue; hit rate 1% among 320,000; S. cerevisiae Mot1-301 growth rescue, ATP luminescence, 38.5C; percent above DMSO median, 100 means doubled; growth rescue, % at 18.8 µM;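 active means every valid replicate shows activation above 250% relative to neutral control wells; inactive means the rest, any valid replicate at or below 250%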;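 further: OY570 slx delta 5 strain wells were the positive control but not used for scaling; some compounds called inactive have numbers as strong as hits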
MOR-DOR inv ag – mu-delta opioid heterodimer inverse agonism | P35372+P41143 | cell-based MOR-DOR heterodimer luminescence | inhibition, % at 9.3 µM | hit rate 0.21% among 340,000; in the data active means inhibition above about 22%, passing the limit was not always enough;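 further: 0% = cells with DMSO and 100% = wells without cells with DMSO; values of inactives mirror those of a sister screen read the other way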
E coli growth – reduces bacterial viability in AddAB counter-screen; hit rate 0.27% among 330,000; AID 449728; inhibition, % at 11.9 µM; E. coli V3065 growth, OD600 absorbance, 18 h;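 active means inhibition above the campaign's mean inhibition across all tested compounds plus 3 SD, cut at about 9.9% in these data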;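 further: uninfected addAB+ strain grown without phage in ampicillin broth; 0% = DMSO wells and 100% = ciprofloxacin 0.95 µg/ml wells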
Tat export inh – inhibitors of E. coli Tat protein transport. E. coli MC4100 TorA-mCherry Tat export, fluorescence. inhibition, % at 10 µM. hit rate 0.036% among 340,000;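 active means mean replicate inhibition at least 50% and at least half of replicates individually reaching 50%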;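 further: exported cargo escapes ClpAP degradation while cytoplasmic cargo is degraded and loses fluorescence; 0% = median of neutral control wells and 100% = median of NaSCN control wells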
MOR-DOR ag – OPRM1-OPRD1 heterodimerization agonism. activation, % at 9.3 µM. cells, luminescence. AID 504326. hit rate 0.3% among 340,000. P35372+P41143; in the data active means activation above about 18%;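 further: 0% = vehicle-treated cells and 100% = reference agonist; values of inactives mirror those of a sister screen read the other way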
PKA-R2B act – activators of human PKA-R2B complex; hit rate 0.079% among 340,000; activation, % at 11.4 µM; P22694+P31323; PKA-R2B holoenzyme dissociation, Cy5-IP20 fluorescence polarization; R2B truncated from residue 108, S112A mutant; 0% DMSO only, 100% 113 µM cGMP; AID 504700;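 active means activation above a cutoff set at the mean over all compounds plus 3 SD, cut at about 18% in these data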;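 further: higher means more holoenzyme dissociation and a rise in polarization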
Target sequence (P31323 whole entry, looked up, other chains not shown, the tested form may be a part): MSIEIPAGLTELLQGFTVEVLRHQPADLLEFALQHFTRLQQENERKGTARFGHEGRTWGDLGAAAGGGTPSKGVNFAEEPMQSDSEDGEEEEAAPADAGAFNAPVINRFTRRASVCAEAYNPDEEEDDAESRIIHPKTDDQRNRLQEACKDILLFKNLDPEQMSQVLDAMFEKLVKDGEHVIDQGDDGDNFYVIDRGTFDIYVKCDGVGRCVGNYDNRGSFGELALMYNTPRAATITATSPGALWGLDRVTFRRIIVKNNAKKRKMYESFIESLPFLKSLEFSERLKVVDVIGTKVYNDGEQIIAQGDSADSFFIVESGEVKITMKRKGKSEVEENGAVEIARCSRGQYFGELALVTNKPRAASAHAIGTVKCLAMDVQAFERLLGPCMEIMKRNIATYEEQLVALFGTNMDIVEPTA
PfHsp90 set2 – inhibits growth of yeast expressing Plasmodium falciparum Hsp90; inhibition, % at 9.4 µM; S. cerevisiae expressing PfHsp90, BacTiter-Glo ATP, 48 h; yeast lacking PDR1 and PDR3 efflux regulators; hit rate 0.32% among 310,000;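 active means every replicate shows inhibition above about 80%, whatever the replicate mean, limit read from the data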;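 further: 0% = DMSO neutral controls and 100% = 20 µM radicicol positive controls; yeast relying on Plasmodium falciparum Hsp90 in place of its own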
AddAB inh – less growth of phage-infected E. coli with AddAB | E. coli expressing H. pylori AddAB, absorbance growth | inhibition, % at 11.9 µM | hit rate 0.29% among 330,000 | AID 435030; in the data active means inhibition above about 12%;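 further: 0% = vehicle wells of infected cells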
phage Ecoli inh – E. coli growth loss with phage present; growth absorbance; inhibition, % at 11.9 µM; hit rate 0.26% among 360,000; AID 651602; in the data active means inhibition above about 11%
PKA-R1A activ – activators of PKA-R1A complex. PKA-R1A dissociation, Cy5-IP20 fluorescence polarization; scaled: DMSO 0%, 113 µM cGMP 100%. activation, % at 11.4 µM. hit rate 0.083% among 340,000. P00514+P68181. AID 504707;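 active means percent activation above the mean of all tested compounds plus 3 SD, cut at about 19% in these data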;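 further: higher means more PKAc released from R1A so a rise in polarization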
Starred values were filed as active, the others as inactive; / = no result given.

SMILES	HTR5A inv ctr	SUMO Mot1 rescue	MOR-DOR inv ag	E coli growth	Tat export inh	MOR-DOR ag	PKA-R2B act	PfHsp90 set2	AddAB inh	phage Ecoli inh	PKA-R1A activ
COc1cc(/C=C/C(=O)NCc2ccccn2)cc(OC)c1OC	12	-26	2	1.4	0	-0.4	-18	-8	2.4	-0.6	5
Cc1cccc(OCC(=O)N2CCc3ccccc3C2)c1	-13	-5	10	2.2	-3	-2.0	-7	2	4.0	-3.2	-4
Clc1ccccc1CSc1nnc(/C=C/c2ccccc2)o1	12	-6	3	0.8	10	-0.8	0	-28	2.1	0.8	-8
CC(=O)c1ccc(C(=O)Nc2sc3c(c2C(N)=O)CCN(Cc2ccccc2)C3)cc1	-21	-5	-23	-2.3	1	3.9	5	-3	-2.6	1.4	8
COc1cccc(NS(=O)(=O)c2cc(C)sc2C)c1	1	-8	-6	-0.3	2	1.3	4	24	0.9	1.6	-22
Oc1ccc2ccccc2c1/C=N/Nc1ccccc1	-10	45	-1	0.9	-4	0.1	1	0	3.3	3.3	-9
COc1ccccc1/C=C/C=N/n1c(C)nnc1C	-2	-23	3	-0.2	0	-0.6	6	16	-1.2	4.1	7
CC(=O)N(C(C)=O)c1ccc2nc(C)[nH]c(=O)c2c1	4	-20	-12	1.9	5	2.0	1	14	0.2	1.2	-1
CC(C)CCCN1C(N(C)C)=NC[C@@H]1C	-29	8	3	-2.0	-1	-0.6	-4	-3	2.7	3.1	3
COc1cccc(OC)c1C(=O)Nc1ccc(CN2CCCCC2)cc1	-15	-10	10	1.4	5	-1.9	-5	-11	-1.2	0.6	-5
CCNc1c(NS(=O)(=O)c2ccc(Cl)s2)c(=O)oc2ccccc12	7	0	11	-2.1	-1	-2.1	3	-10	4.2	-0.1	9
Cc1ccc(N2C(=O)CC(Sc3nc(C)cc(C)n3)C2=O)cc1 (stereo unspecified)	4	2	3	-0.5	12	-0.7	-8	3	1.8	-1.0	-13
CCC(c1nnnn1Cc1ccc(F)cc1)N(CCCO)Cc1cc2cc3c(cc2[nH]c1=O)OCO3 (stereo unspecified)	4	-6	-5	-1.0	0	0.8	-1	-5	1.9	3.6	0
Cc1nnc(SCc2cc(=O)[nH]c(N3CCN(Cc4ccccc4)CC3)n2)s1	-2	18	2	0.2	-1	-0.4	3	-7	-1.1	1.2	4
COc1ccc(S(=O)(=O)Nc2ccc(N3CCOCC3)nc2)cc1	4	-17	6	-0.4	0	-1.2	18	0	-3.6	3.9	-5
Cc1ccc(C)c(S(=O)(=O)N2CCN(C(=O)c3ccnn3C)CC2)c1	2	21	12	3.6	0	-1.7	-14	12	1.0	1.3	-3
CCc1nnc(NC(=O)CSc2nnc(COc3ccc(C#N)cc3)n2-c2ccccc2)s1	-14	-10	12	-3.4	0	-2.0	-2	-18	2.6	1.8	-11
Cc1ccc(-c2csc(NC(=O)CCNC(=O)c3ccco3)n2)cc1	3	50	2	4.2	-1	-0.4	-10	18	4.3	5.2	-2
c1ccc2c(c1)CCCN2Cc1nnnn1CC1CCCO1 (stereo unspecified)	10	-8	2	2.2	-21	-0.5	-1	-4	5.4	-0.2	-10
CC(C)Oc1ccc(C2CC(=O)N(c3cccc(C(=O)O)c3)C2=O)cc1 (stereo unspecified)	-25	111	2	-0.6	-13	-0.4	-3	4	-1.1	1.8	13
O=[N+]([O-])c1ccc(-c2ccc(/C=N/Nc3nc(N4CCCC4)nc(N4CCCC4)n3)o2)cc1	-8	7	24	-2.2	-9	-4.9	0	-32	1.0	0.8	2
Cc1cc(N/N=C/c2ccc(O)c(C)c2O)nc(-c2ccccc2O)n1	-12	126	-32	1.5	-6	5.9	-10	-55	2.4	1.3	-6
CCCc1cc(C(=O)OCC(=O)N2CCN(c3ccc(OC)cc3)CC2)sc1C	15	23	0	-3.5	3	0.1	-5	-11	0.4	-0.9	-14
Cc1ccc(C(c2nnnn2C2CCCC2)N2CCN3CCCC3C2)cc1 (stereo unspecified)	10	-20	2	-1.1	-1	-0.4	-7	9	1.6	2.5	-4
COc1ccc(Cl)cc1Nc1nc(-c2sc(NC(=O)C(C)(C)C)nc2C)cs1	-8	10	13	-3.3	-3	-2.9	-12	-7	-0.8	3.2	-16
CCn1ccnc1CN(C)Cc1nc(Cc2cccc(C(F)(F)F)c2)no1	-1	-9	2	-1.0	5	-0.2	-3	13	1.1	-4.3	-6
CCN(CC)S(=O)(=O)c1cccc(C(=O)N/N=C(\C)c2cccs2)c1	-2	53	6	-1.7	-1	-1.1	-15	-45	-0.9	1.6	-2
CCCOc1ccc(C(=O)CCNC(Cc2c[nH]c3ccccc23)C(=O)O)cc1 (stereo unspecified)	10	167	4	-1.4	4	-0.9	-10	5	0.3	/	7
CN(C)c1ccc(NC(=O)CC2NCCNC2=O)cc1 (stereo unspecified)	-24	/	2	2.1	-8	-0.3	11	4	0.3	3.4	9
O=c1[nH]cccc1-c1nc2ccccc2n1Cc1ccccc1F	-16	-6	0	0.7	-3	0.0	-2	0	1.9	1.9	-4
CC1CCC(C(C)C)C(OCC(O)CN2CCN(Cc3ccccc3)CC2)C1 (stereo unspecified)	-4	75	-43	-0.7	12	9.3	-2	-18	1.6	1.5	5
Cc1cc(NC(=O)C(C)SCC(=O)Nc2ccc(SC(F)F)cc2)no1 (stereo unspecified)	3	13	-7	-1.1	-3	1.3	-1	13	4.6	3.1	2
CC1CN(c2ccc([N+](=O)[O-])cc2C(=O)N2CCOCC2)CC(C)N1 (stereo unspecified)	-18	1	16	-2.7	-11	-2.4	-7	-29	2.3	0.6	3
O=C(Cc1cccs1)N=Nc1c(O)[nH]c2ccccc12	-25	-12	21	2.5	4	-4.0	-6	21	1.5	2.2	-25
Cc1n[nH]c(=O)n1-c1ccc(OC(F)(F)F)cc1	-5	7	15	-0.2	-3	-2.9	5	10	-1.3	2.3	-11
C=CCn1c(SCC(=O)N2CCOCC2)nc2scc(-c3ccco3)c2c1=O	-7	13	4	-1.3	3	-0.8	-5	-1	1.1	/	-12
Cc1ccc(-c2nn3c(C)nnc3c3ccccc23)cc1S(=O)(=O)NC(C)c1ccccc1 (stereo unspecified)	2	1	11	-0.1	-4	-1.8	7	6	-1.6	-0.3	-18
CCC(C)NC(=O)CN(C1CCCCC1)S(=O)(=O)c1ccc(F)cc1 (stereo unspecified)	14	9	13	1.6	0	-2.4	8	8	0.6	2.2	-24
COCCn1c(=O)[nH]c2cc(C(=O)N3CCN(c4ccccc4OC)CC3)ccc2c1=O	8	0	16	0.0	-4	-2.6	-6	-16	3.5	-0.3	0
Cc1ccc(CNC(=O)Nc2ccc(C)cc2)cc1	-3	-2	-5	0.2	-2	0.9	-4	1	0.4	6.0	0
CCOC(=O)CC(NC(=O)c1cc2cccc(OC)c2oc1=O)c1ccc(OC)cc1 (stereo unspecified)	9	232	12	-3.4	1	-2.5	2	-8	-1.3	1.3	3
N#C/C(=C\c1ccccc1)C(=O)Nc1nncs1	-54	86	9	-0.6	-4	-1.7	-1	-9	0.0	-3.1	-1
O=C(c1ccc(CS(=O)(=O)c2ccc(Br)cc2)o1)N1CCN(c2ccc(F)cc2)CC1	5	-6	-6	-0.6	-5	1.1	-5	-11	-0.3	2.4	-2
Cc1ccc(S(=O)(=O)N2CN(Cc3ccco3)c3nc4ccccc4nc32)cc1C	0	-3	9	1.7	-1	-1.5	-5	-8	-1.6	2.0	2
CCN1C(=O)[C@H]2[C@@H](c3ccc(C)cc3)N3C(=O)N(c4ccccc4)C(=O)[C@@]3(C)[C@H]2C1=O	2	3	22	-0.4	2	-4.1	-9	24	-1.6	0.8	0
COC(=O)c1cccc(NC(=S)NCc2ccc(F)cc2)c1	-6	50	1	1.8	-3	-0.2	2	14	0.6	5.5	-9
COc1ccccc1OCCn1c(=S)[nH]c2ccccc21	9	-5	-2	/	1	0.4	0	-6	/	1.1	0
COc1ccccc1CNC(=O)CC(C)c1ccccc1 (stereo unspecified)	5	-9	12	-2.3	-8	-2.5	9	17	-0.6	1.0	6
Nc1nc(SCC(=O)Nc2cccc(F)c2)n[nH]1	17	5	17	0.9	1	-4.6	-8	-10	-0.8	0.8	2
Cc1ccc(CNC(=O)CCSCCC(=O)NCc2ccc(C)cc2)cc1	-10	-15	0	-4.9	0	0.0	1	-3	-2.3	1.6	-12

Next section
SMILES	HTR5A inv ctr	SUMO Mot1 rescue	MOR-DOR inv ag	E coli growth	Tat export inh	MOR-DOR ag	PKA-R2B act	PfHsp90 set2	AddAB inh	phage Ecoli inh	PKA-R1A activ
Cc1ccc(C2=NN(C(=O)c3ccccc3F)C(c3ccccc3F)C2)cc1 (stereo unspecified)	-2	57	-9	2.5	-9	1.8	-5	-18	1.2	4.0	-8
COc1cccc(C(=O)NCCS(=O)(=O)N(C)Cc2ccccc2)c1	21	11	14	1.9	-2	-2.6	5	-5	4.1	3.8	-1
CC(C)(C)NC(=S)NCc1ccncc1	10	-19	20	0.3	-5	-4.0	-5	-6	1.3	2.6	-1
CC(=O)Nc1cccc(C(=O)OCc2ccccc2)c1	-16	1	4	-0.2	2	-0.7	-2	/	2.7	2.8	-4
O=C(Cn1cc(C(F)(F)F)cc(Cl)c1=O)Nc1cc(Cl)cc(Cl)c1	-10	3	-10	3.1	-1	1.9	-6	3	4.3	2.7	-13
Cc1cnc(C)c(N2CCC(C(=O)NCc3ccco3)CC2)n1	12	389	-9	0.9	-6	1.6	-6	-42	1.9	2.5	2
COc1ccccc1NC(=S)NC(NC(=O)C(C)C)C(Cl)(Cl)Cl (stereo unspecified)	-7	2	15	-3.1	-10	-3.2	5	19	3.0	4.7	-9
O=c1c(Cl)c(Cl)cnn1-c1ccccc1	-19	/	17	/	2	-2.4	0	3	/	2.5	-5
COc1ccc(Oc2c(Cl)cnn(-c3ccc(C)cc3)c2=O)cc1	2	85	0	1.1	-3	-0.1	7	6	4.6	1.2	-4
Cc1nc2c(n1O)CCC/C2=N\O	4	10	14	-0.8	1	-2.5	-6	10	-0.7	1.8	-6
CCOC(=O)CCCNC(=O)COC(=O)c1cccc(C)c1O	-28	-5	8	1.4	-3	-1.3	2	-5	4.1	0.8	-3
CCN(C(=O)CCNC(=O)Cn1cnc2ccccc2c1=O)c1cccc(Cl)c1	6	77	12	0.4	-2	-1.9	3	-3	0.0	0.0	0
CCC(=O)N(CC)c1nc(-c2cc(OC)ccc2OC)cs1	-9	226	-19	0.6	-3	3.3	11	-10	1.6	-0.2	3
Cc1sc(N/N=C/c2cccs2)nc1-c1ccccc1	-1	112	-40	-3.1	9	7.2	-13	-22	0.4	1.4	-4
Cc1ccc(-c2cc(=O)c3ccc(F)cc3[nH]2)cc1	-8	-2	9	0.1	-8	-1.5	4	-5	3.1	4.0	6

Random draw from the library. About 2.2% of those tested had a hit in this group.
